# GCN5L2 inh: inhibitors of human GCN5L2 histone acetyltransferase | Q92830 | GCN5L2 HAT assay, ThioGlo1 CoA-SH fluorescence | Potency, µM (titrated, usually from 58.9 µM), for the others: at the highest dose activity change, negative = inhibition, hits mostly inhibitors | 390,000 compounds, 0.21% hits | AID 504327
#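 qHTS, 1536-well. 20nM enzyme, pH 7.5 HEPES/EDTA/Tween-20 buffer; 15 min compound preinc., RT. Start: 75uM H3(1-25), 70uM AcCoA, 50uM ThioGlo1. Read Ex340/Em540 at t=0 (autofluorescence flag) and t=20 min.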
# TDP1 cell CPT: DT40-hTDP1 cell growth loss with CPT. 420,000 compounds, 12% hits. Potency, µM (top dose mostly 46.2 µM), for inactives: at the highest dose activity change, negative = growth inhibition, most hits filed as inhibitors. AID 686979. chicken DT40 Tdp1-/-;hTDP1 cells + 20 nM CPT, ATP luminescence, 48 h; also: nearly all actives have a fitted effect of over 55% in size
#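 Chicken DT40 Tdp1-/- cells complemented with human TDP1, 400 cells/well, exposed to compounds plus 20 nM camptothecin for at least 48 h at 37 C; viability read as ATP content by CellTiter-Glo luminescence.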
# FEN1 inh: blocks human flap endonuclease 1 | Recombinant FEN1 flap cleavage, fluorescence, 15 min | AID 588795 | 390,000 compounds, 0.35% hits | P39748 | Potency, µM (series often up to 114 µM), for inactives: at the highest dose activity change, negative = inhibition, usual class: inhibitors; also: nearly all actives have a fitted effect of over 65% in size
# Target sequence (P39748 whole entry, looked up): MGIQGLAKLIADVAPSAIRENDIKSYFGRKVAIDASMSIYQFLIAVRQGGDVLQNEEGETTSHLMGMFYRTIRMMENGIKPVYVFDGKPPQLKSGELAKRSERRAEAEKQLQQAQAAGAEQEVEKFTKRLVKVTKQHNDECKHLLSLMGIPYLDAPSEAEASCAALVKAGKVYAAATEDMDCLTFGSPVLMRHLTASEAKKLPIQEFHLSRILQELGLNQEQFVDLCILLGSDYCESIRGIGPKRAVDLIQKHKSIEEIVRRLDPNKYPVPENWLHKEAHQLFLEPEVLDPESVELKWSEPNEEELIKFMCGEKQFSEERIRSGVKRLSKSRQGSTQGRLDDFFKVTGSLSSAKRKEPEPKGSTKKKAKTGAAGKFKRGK
#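 In this screen, 50 nM flap DNA substrate was added to 10 nM FEN1 pretreated with compound for 15 min at room temperature; cleavage was followed with reads at 0 and 15 min, and Hill fitting gave concentration–response parameters.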
# Starred values were filed as active, the others as inactive; ? = inconclusive; . = not tested or not shown; & = joins results of further samples; [ ] = dose if it differs, or a comment. Calls follow the shape of the dose curve; as a rule, active = well fitted curve in the direction sought with a large enough effect; inconclusive = small, poorly fitted or top-dose-only effect, or another doubt; inactive = no such curve, though single readings can be large; an effect the other way counts as inactive or inconclusive. % is scaled to controls: 0 for no effect and ±100 for the full control effect; potency is read from the fitted curve at half-maximal effect.
Molecule	GCN5L2 inh	FEN1 inh	TDP1 cell CPT
O=C(NCc1ccncc1)Nc1ccccc1	0%	-1%	1%
Cc1ncc(C[n+]2csc(CCO)c2C)c(N)n1	?	21%&0%	-5%
COc1ccc(OC)c(NC(=O)C2CCCNC2=O)c1 (stereo unspecified)	-3%	-5%	-14%
CC(C=NNC(=O)C(=O)NN=CC(C)=Cc1ccccc1)=Cc1ccccc1	.	1%	?
Cc1cccc(Nc2nc(N3CCCC3)nc(N3CCCC3)n2)c1	0%[0.501 µM]	-23%	?
COc1ccccc1NC(=O)CN1CCCN(S(=O)(=O)c2ccc(Br)cc2)CC1	-2%	-21%	?
CC1CC(C)CN(C(=O)CN2C(=O)NC(C)(C)C2=O)C1 (stereo unspecified)	-19%	0%	15%
Cc1cccc2sc(NC(=O)CCNS(=O)(=O)c3cccc4nonc34)nc12	0%	-19%	?
Cc1ccc(Cl)cc1N1CCN(S(=O)(=O)c2ccc(-c3ccc(=O)[nH]n3)o2)CC1	1%	-5%	?
O=C(NCCN1CCOCC1)c1cccc(S(=O)(=O)Nc2cc(Cl)ccc2Cl)c1	-2%	-6%	-3%
CN(C)S(=O)(=O)c1ccc2c(c1)N(CC(=O)N1CCCCC1)CCS2	-4%	-6%	.
Cc1nc2oc(C(=O)c3ccc(Br)cc3)c(N)c2c2c1COC(C)(C)C2	-12%	-3%	-4%
Cc1c(C(=O)O)sc(S(=O)(=O)N2CCN(C(=O)Cc3ccc(Cl)cc3)CC2)c1C(=O)O	.	-5%	0%
Cc1c(CCOC(=O)c2ccc(N3CCOCC3)c([N+](=O)[O-])c2)sc[n+]1CC#N	-4%	-19%	4.6µM*
CC1CCN(c2c(NCC3CCC(C(=O)Nc4ccccn4)CC3)c(=O)c2=O)CC1 (stereo unspecified)	0%	15%	6%
Cc1ccc(CCNC(=O)C2CCC(=O)N2C(C)C)cc1 (stereo unspecified)	-3%	6%	-6%
CCc1cc(=O)oc2cc(OCC(=O)NC3CC(C)(C)NC(C)(C)C3)ccc12	-5%	-9%	5%
O=C1/C(=C\c2ccc(Cl)cc2)CCC1CNc1ccc(Cl)cc1 (stereo unspecified)	.	-10%	2.3µM*
CCOC(=O)C1=C(N)n2c(s/c(=C\c3cccs3)c2=O)=C(C(=O)OCC)C1c1cccs1 (stereo unspecified)	-1%	2%	4.1µM*
Cc1ccccc1SCC(=O)N/N=C/c1ccc(F)cc1	24%	-3%	?
CCc1ccccc1NC(=S)NCC1CCN(c2ccc(OC)cc2)C1 (stereo unspecified)	-14%	0%	?
CCCCNc1c(-c2ccc(OC)c(SC3CCCCC3)c2)nc2ccc(C)cn12	-19%	-14%	5.8µM*
Cc1cc(=O)[nH]c(Nc2ccc(Cl)cc2)n1	-6%	-3%	-29%
O=C(Nc1ccc2c(c1)OCCO2)C1CCN(S(=O)(=O)c2ccccc2)CC1	-1%	2%	-26%
C=CCn1c(NCc2ccccc2O)nc2ccccc21	1%	0%	?
CCN(CC)S(=O)(=O)c1cccc(-c2nnc(SC(C)C(=O)NCCC3=CCCCC3)o2)c1 (stereo unspecified)	-7%	-20%	?
Cc1ccc(C(=O)COC(=O)c2cccc(N3C(=O)c4c(C)nc5ccccc5c4C3=O)c2)cc1C	-13%	-7%	1%
COc1cccc(/C=N/NC(=O)c2ccc([N+](=O)[O-])cc2Cl)c1O	-10%	-7%	4.6µM*
Cc1ccc(O)c(C(CC(=O)NC2CCCCC2)c2ccccc2)c1 (stereo unspecified)	-2%	-12%	-67%
COc1ccc(CC(=O)NNC(=O)[C@@H]2CCCC[C@@H]2C(=O)O)cc1	-1%	-15%	0%
C#CCOCCOCCOCCNc1nc(N2CCN(C(=O)CCCCCCCCCCNC(=O)[C@H](CCCCN)n3cc(C[C@@H](C)CC)nn3)CC2)nc(N2CCN(C(=O)CCCCCCCCCCNC(=O)[C@H](CCCCN)n3cc(C[C@@H](C)CC)nn3)CC2)n1	.	22µM*	8.2µM*
Cc1ccc2nc(-c3ccccn3)cc(C(=O)NC(C)C(C)(C)C)c2c1 (stereo unspecified)	-17%	-2%	?
Cn1c(Cl)cnc1C(O)(c1ccccc1)c1ccccc1	-6%	2%	?
O=C(O)c1cc2[nH]c3c(c2cc1Cl)CCCC3	-7%	1%	10%
CCOC(=O)Cc1nnc(NC(=O)C(CC)Sc2nc(C)cc(=O)[nH]2)s1 (stereo unspecified)	-6%	-2%	?
COc1ccccc1C(=O)OCC#CCSc1nnc(-c2cccc3ccccc23)o1	-11%&-11%	-18%	.
CC(=O)Nc1ccc2c(c1)CCCC2=O	0%	-5%	4%
COc1ccc(OCc2nc3ccc(S(=O)(=O)Nc4ccccc4Cl)cc3[nH]2)cc1	22%	1%	?
COc1ccc(-c2nc3n(c(=O)c2C#N)CCS3)cc1OC	?	10%	-11%
N#CC1=C(N)N(c2ccccc2)C2=C(C(=O)CCC2)C1c1ccsc1 (stereo unspecified)	0%	-11%	-10%
COc1cccc(CN2CC(C(=O)NCCCc3ccc(C)cc3)CCC2=O)c1 (stereo unspecified)	-1%	-7%	?
CCc1ccc(C(=O)c2cn(CC(=O)Nc3cc(F)ccc3F)c3nc(C)ccc3c2=O)cc1	-23%	15%	-7%
O=C1C2C3C=CC(C4CC34)C2C(=O)N1c1cc(Cl)ccn1 (stereo unspecified)	0%	2%	10%
CC1(C)Oc2ccc(C(=O)Nc3ccccc3)cc2N(CC#N)C1=O	-22%	6%	4%
CC(C)N=C1CC(C)(C)CC(=O)/C1=C(/O)CCCN1C(=O)c2ccccc2C1=O	-9%	11%	-18%
CCOC(=O)c1c(NC(=O)c2ccoc2C)sc2c1CCC2	-4%	12%	-9%
Cc1ccn(-c2n[nH]c(C)c2[N+](=O)[O-])n1	-1%	-1%	5%
O=C(CNc1ccc(F)cc1)N/N=C1\CCCc2ccccc21	-6%	9%	3%
COc1cc(Cl)c(C)cc1NC(=O)CSc1nnc(-c2cccnc2)n1Cc1ccco1	1%	8%	-25%
CC1=C(c2ccc(C)c(C)c2)S(=O)(=O)N(Cc2ccc(C(=O)Nc3cc(F)ccc3F)cc2)C1=O	-17%	-2%	-18%
CC(=O)Nc1ccc(NC(=O)C(c2ccccc2)N2Cc3ccccc3C2=O)cc1 (stereo unspecified)	-12%	13%	9%
CC(=O)OCc1c(C)cc(C)c(/C=C(/C#N)C(N)=O)c1C	-1%	6%	9%
O=c1c(-c2ccc(F)cc2)nc2cnc(N3CCNCC3)nc2n1Cc1ccc(F)cc1	-19%	.	?
Cc1ccccc1OCCOC(=O)c1nc2nccc(C)n2n1	0%	2%	19%
CC(=O)N1CCOc2ccc(S(=O)(=O)N3CCC(C(=O)Nc4ccc(C)c(C)c4)CC3)cc21	-17%	-19%	-22%
Cc1ccc(Cn2c(=O)n(Cc3ccc(C(=O)NC4CCN(Cc5ccccc5)CC4)cc3)c(=O)c3ccccc32)cc1	-5%	-6%	7%
CCCCn1c(SCC(=O)Nc2cc(C)on2)nc2c1c(=O)n(C)c(=O)n2C	10%	7%	?
O=C(O)c1cccc(NC(=O)c2cn(-c3ccccc3)nc2-c2cccc(Br)c2)c1	-15%	4%	-5%
COc1cccc(NC(=O)c2cc(-c3cccnc3)nc3c(Cl)cccc23)c1	27%	7%	?
CC(C)(Cc1cccc(CC(C)(C)C(=O)O)c1)C(=O)O	19%	2%	?

# Further structures:
Molecule	GCN5L2 inh	FEN1 inh	TDP1 cell CPT
CCCc1nn2c(=O)cc(COc3cccc(NC(=O)c4ccco4)c3)nc2s1	-5%	-5%	-24%
COc1cnc(-c2ccccc2)nc1Oc1cccc(C)c1C	-18%	-12%	?
O=C(NCc1ccccc1Cl)C1CCN(S(=O)(=O)c2ccc3c(c2)CCCN3C(=O)C2CCC2)CC1	-4%	2%	15µM*
O=C(NC1CCCc2ccccc21)C1CCC(CNS(=O)(=O)c2cccc3nsnc23)CC1 (stereo unspecified)	0%	-9%	?
Cc1ccccc1CSCCNS(C)(=O)=O	-7%[0.501 µM]	-1%	2%
CCCCn1c(N)c(N(Cc2ccccc2OC)C(=O)CC2OC(=O)c3ccccc32)c(=O)[nH]c1=O (stereo unspecified)	-3%	2%	0%
Cc1ccc(S(=O)(=O)N2CCC[C@H]2C(=O)OCC(=O)c2ccc3c(c2)NC(=O)CO3)cc1	-17%	-20%	-18%
O=C(CCc1nc2ccccc2c(=O)[nH]1)N1CCCc2ccccc21	-12%	-13%	?
COc1ccc(C(C(=O)NC(C)(C)C)N(CC2CCCO2)C(=O)CCC(=O)Nc2cc(C)on2)cc1 (stereo unspecified)	-7%	-11%	-1%
C/C(=C\C(=O)Nc1cscc1C)C(=O)O	-1%	-1%	16%
CCOc1ccc(S(=O)(=O)NCCC(=O)N2CC=C(c3ccccc3)CC2)cc1	-3%	-3%	?
CC1=C(C(=O)Nc2ccc(C)cc2C)C(c2cccs2)NC(=S)N1 (stereo unspecified)	-12%	-10%	1%
CCOc1ccccc1NC(=O)CSc1nnc(Cc2ccc(OC)cc2)c(=O)n1N	-4%	-4%	?
COc1ccc(C(=O)N2CCCC(c3nc(-c4cccs4)no3)C2)cc1 (stereo unspecified)	-3%	2%	?
CCN(CC)c1ccc(C=Nc2ccc(C#N)cc2)c(O)c1	-17%	-5%	1%
Cc1cccc(Cn2c(SCc3ccc(C(=O)NCc4ccccc4F)cc3)nc3cccnc32)c1	-7%	-4%	?
CN(C)Cc1ccccc1-c1nccc(N(C)Cc2ccco2)n1	-2%	.	21µM*
CCN(CC)C(=O)[C@]1(c2ccccc2)C[C@@H]1CN	0%&1%	.	-15%
CCCCNC(=S)NNC(=O)c1cc(-c2cccnc2)nc2ccccc12	3%	1%	-15%
O=C(Nc1ccc(Nc2ccccc2)cc1)Nc1ccccc1Cl	-16%	-2%	18µM*
CC1CCN(S(=O)(=O)c2csc(C(N)=O)c2)CC1	3%	4%	?
CN1CCc2c(sc3c2C(=O)NC(c2cn(Cc4ccccc4)c4ccccc24)N3)C1 (stereo unspecified)	-17%	?	21µM*
COC(=O)c1sccc1S(=O)(=O)N1CCN(c2ccc(C)cc2C)CC1	-15%	-1%	?
CC1=C(C)C(=O)C(C(CCCCCC(=O)O)c2ccccc2)=C(C)C1=O (stereo unspecified)	-12%	.	17µM*
Cc1ccc(N2CCN(C(=S)Nc3ccccc3C)CC2)cc1	-2%	18%	6%
CCCN(C(=O)CSc1nnnn1C)C1CCS(=O)(=O)C1 (stereo unspecified)	0%	0%	11%

# Some of the entries so far, with values under each structure:
# Results follow in this order: GCN5L2 inh | FEN1 inh | TDP1 cell CPT
- COc1cccc(NC(=O)c2cc(-c3cccnc3)nc3c(Cl)cccc23)c1
    27% | 7% | ?
- CC(C)(Cc1cccc(CC(C)(C)C(=O)O)c1)C(=O)O
    19% | 2% | ?
- CCCc1nn2c(=O)cc(COc3cccc(NC(=O)c4ccco4)c3)nc2s1
    -5% | -5% | -24%
- COc1cnc(-c2ccccc2)nc1Oc1cccc(C)c1C
    -18% | -12% | ?
- O=C(NCc1ccccc1Cl)C1CCN(S(=O)(=O)c2ccc3c(c2)CCCN3C(=O)C2CCC2)CC1
    -4% | 2% | 15µM*
- O=C(NC1CCCc2ccccc21)C1CCC(CNS(=O)(=O)c2cccc3nsnc23)CC1 (stereo unspecified)
    0% | -9% | ?
- Cc1ccccc1CSCCNS(C)(=O)=O
    -7%[0.501 µM] | -1% | 2%
- CCCCn1c(N)c(N(Cc2ccccc2OC)C(=O)CC2OC(=O)c3ccccc32)c(=O)[nH]c1=O (stereo unspecified)
    -3% | 2% | 0%
- Cc1ccc(S(=O)(=O)N2CCC[C@H]2C(=O)OCC(=O)c2ccc3c(c2)NC(=O)CO3)cc1
    -17% | -20% | -18%
- O=C(CCc1nc2ccccc2c(=O)[nH]1)N1CCCc2ccccc21
    -12% | -13% | ?
- COc1ccc(C(C(=O)NC(C)(C)C)N(CC2CCCO2)C(=O)CCC(=O)Nc2cc(C)on2)cc1 (stereo unspecified)
    -7% | -11% | -1%
- C/C(=C\C(=O)Nc1cscc1C)C(=O)O
    -1% | -1% | 16%
- CCOc1ccc(S(=O)(=O)NCCC(=O)N2CC=C(c3ccccc3)CC2)cc1
    -3% | -3% | ?
- CC1=C(C(=O)Nc2ccc(C)cc2C)C(c2cccs2)NC(=S)N1 (stereo unspecified)
    -12% | -10% | 1%

# From PubChem BioAssay

# An excerpt; rates above refer to the full screens.
